Bioassay records as filed in PubChem.
SR-BI HDL uptake: inhibitors of SR-BI mediated HDL lipid uptake, primary screen, ldlA[mSR-BI] cells, fluorescence, single point; inhibition, % at 12.5 µM; 320,000 compounds, 0.96% hits; ldlA[mSR-BI] CHO cells, DiI-HDL uptake fluorescence, 3 h; AID 488896, 2010;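 active means mean replicate inhibition of at least 70% and a set share of replicates each scoring 70 or more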;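 further: 0% = median of neutral control wells and 100% = median of positive control wells; values of inactives mirror those of a sister screen read the other way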
SR-BI DiI-HDL act: activators of SR-BI mediated DiI-HDL uptake, primary screen, ldlA[mSR-BI] CHO cells, DiI fluorescence. 3 h; 100 = double the neutral-control signal. activation, % at 12.5 µM. 320,000 compounds, 0.096% hits. AID 504775, 2011;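 active means mean replicate activation of at least 60% and every replicate at or above 60%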;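 further: 0% = median plate neutral-control signal and 100% = twice that signal; values of inactives mirror those of a sister screen read the other way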
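Assay system: CHO ldlA[mSR-BI] cells, LDL receptor-null, SR-BI overexpressing; medium: Ham's F12 with 0.5% BSA, HEPES 25 mM, pH 7.4; also added: DiI-HDL 10 µg/mL; timing: 3 h uptake period with compound, 37 °C; signal: DiI fluorescence, bottom read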
CDK5 inh: inhibitors of human CDK5/p35 kinase, primary screen, biochemical, single concentration. Cyclin-dependent kinase 5 (Homo sapiens) + Cyclin-dependent kinase 5 activator 1 (Homo …. Recombinant CDK5/p35, ADP-Glo luminescence, 60 min. inhibition, % at 10 µM. 330,000 compounds, 0.01% hits. AID 488839, 2010;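 active means highest replicate inhibition of at least 50% and at least 75% of replicates reaching 50%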;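 further: plate controls were DMSO neutral control for no effect and GW8510 at 10 µM for full effect; many of its hits are not listed in these tables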
PKA-R1A act: activators of PKA-R1A holoenzyme, primary screen, biochemical, fluorescence polarization, Cy5-IP20, bovine R1A, mouse PKAc; activation, % at 11.4 µM; PKA-R1A dissociation; scaled: DMSO 0%, 113 µM cGMP 100%; 340,000 compounds, 0.083% hits; AID 504707, 2011; cAMP-dependent protein kinase type I-alpha regulatory subunit (Bos taurus) + …;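 active means percent activation above the mean of all tested compounds plus 3 SD, cut at about 19% in these data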;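 further: higher means more PKAc released from R1A so a rise in polarization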
PKA-R2B act: activators of PKA-R2B holoenzyme, primary screen, biochemical, fluorescence polarization, Cy5-IP20, human; cAMP-dependent protein kinase catalytic subunit beta (Homo sapiens) + cAMP-dependent …; PKA-R2B holoenzyme dissociation; R2B truncated from residue 108, S112A mutant; 0% DMSO only, 100% 113 µM cGMP; activation, % at 11.4 µM; 340,000 compounds, 0.079% hits;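 active means activation above a cutoff set at the mean over all compounds plus 3 SD, cut at about 18% in these data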;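 further: higher means more holoenzyme dissociation and a rise in polarization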
NSD2 HMT inh: NSD2 histone methyltransferase inhibitors, primary screen, biochemical, AlphaScreen, single concentration, set 2; NSD2 peptide methylation, 120 min; Histone-lysine N-methyltransferase NSD2 (Homo sapiens), O96028; 310,000 compounds, 0.54% hits; inhibition, % at 12.5 µM; in the data active means inhibition above about 50%
Arr AP2 block: inhibitors of beta-arrestin/AP2 binding, primary screen, biochemical, GPCR trafficking, flow cytometry | FITC-arrestin peptide / GST-AP2 beads; AP2 beta2 appendage carries R879A mutation | 340,000 compounds, 0.31% hits | inhibition, % at 10 µM;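 active means inhibition above a set limit, near 3 SD of compounds lacking own fluorescence, cut at about 54% in these data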;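 further: plate controls were DMSO wells for no effect and 5 µM unlabelled arrestin peptide for full effect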
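Assay system: GST-AP2 R879A bound to glutathione beads, E. coli-expressed; Medium: PBS with 0.05% Tween 20 and 0.1% BSA; Also added: fluorescein-tagged arrestin peptide at 50 nM final; Timing: 12 min plus 1 h, RT; Measured by: flow cytometry, FL1 (488/535 nm); Evaluation: percent drop in bead-associated FITC signal.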
MITF act: activators of MITF-driven TRPM1 promoter reporter, primary screen, cell-based, SK-MEL-5, luciferase, single point | SK-MEL-5 TRPM1-promoter luciferase, 24 h; % of positive control, neutral wells = 0 | activation, % at 12.5 µM | 300,000 compounds, 0.75% hits | AID 588334, 2011;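 active means mean activation of at least 80% with every replicate also reaching 80%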;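 further: 0% = neutral control wells and 100% = parthenolide positive control wells; values of inactives mirror those of a sister screen read the other way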
dFosB activator: activators of delta FosB homodimer, primary screen, biochemical, fluorescence polarization, TAMRA-CDK5 oligo, single point. activation, % at 25 µM. AID 493131, 2011. 340,000 compounds, 0.99% hits. Protein FosB (Mus musculus), P13346. purified delta FosB; percent of positive-control signal above neutral wells;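 active means mean activation above about 17%, with every replicate also reaching it, limit read from the data, passing the limit was not always enough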;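 further: fluorescence polarization rise as delta FosB binds a TAMRA Cdk5 AP-1 oligo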
Pemphigus Ab inh: inhibitors of pemphigus antibody binding to DSG3, primary screen, biochemical, bead-based, flow cytometry, scFv-GFP. Desmoglein-3 (Homo sapiens), P32926. DSG3-coupled beads, scFv-anti-DSG3-GFP binding; hits give low values. binding (percent of control), % at 10 µM. 310,000 compounds, 0.48% hits. AID 588358, 2011;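 active means binding more than 3 SD below its plate's average and above zero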;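 further: hits lower antibody fragment binding to DSG3; some compounds called inactive have numbers as strong as hits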
Target sequence (P32926 whole entry, looked up, the tested form may be a part): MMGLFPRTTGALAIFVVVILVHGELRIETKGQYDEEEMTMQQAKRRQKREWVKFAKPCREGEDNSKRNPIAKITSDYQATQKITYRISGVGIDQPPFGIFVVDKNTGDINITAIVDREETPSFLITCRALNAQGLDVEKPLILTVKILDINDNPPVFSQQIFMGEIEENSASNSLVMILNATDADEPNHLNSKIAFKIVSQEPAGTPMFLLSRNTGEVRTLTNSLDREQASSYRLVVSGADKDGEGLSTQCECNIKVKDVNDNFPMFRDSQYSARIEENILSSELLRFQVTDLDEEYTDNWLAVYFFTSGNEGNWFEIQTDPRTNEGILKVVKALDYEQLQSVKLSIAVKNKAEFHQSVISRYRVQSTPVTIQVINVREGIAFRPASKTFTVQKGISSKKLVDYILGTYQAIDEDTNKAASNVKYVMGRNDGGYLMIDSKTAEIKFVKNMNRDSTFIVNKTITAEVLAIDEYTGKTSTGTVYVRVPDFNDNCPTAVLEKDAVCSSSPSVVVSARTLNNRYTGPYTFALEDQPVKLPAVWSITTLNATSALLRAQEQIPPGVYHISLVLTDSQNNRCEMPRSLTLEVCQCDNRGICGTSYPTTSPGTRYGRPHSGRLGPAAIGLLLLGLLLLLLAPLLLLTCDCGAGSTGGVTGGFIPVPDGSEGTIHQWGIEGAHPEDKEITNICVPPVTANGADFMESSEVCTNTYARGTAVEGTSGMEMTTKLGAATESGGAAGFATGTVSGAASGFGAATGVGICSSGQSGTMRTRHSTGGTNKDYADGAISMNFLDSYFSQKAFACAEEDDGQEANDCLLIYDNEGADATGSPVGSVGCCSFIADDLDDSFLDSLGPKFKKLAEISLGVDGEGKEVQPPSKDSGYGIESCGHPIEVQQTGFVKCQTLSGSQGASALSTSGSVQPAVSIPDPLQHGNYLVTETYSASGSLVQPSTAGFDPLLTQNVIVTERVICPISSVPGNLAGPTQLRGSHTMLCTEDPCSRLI
SUMO Mot1 rescue: yeast Mot1-301 growth rescue at high temperature, primary screen, SUMOylation pathway inhibitor project, S. cerevisiae, ATP luminescence, 38.5C; S. cerevisiae Mot1-301 growth rescue; percent above DMSO median, 100 means doubled; growth rescue, % at 18.8 µM; 320,000 compounds, 1% hits; AID 2716, 2010;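 active means every valid replicate shows activation above 250% relative to neutral control wells; inactive means the rest, any valid replicate at or below 250%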;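 further: OY570 slx delta 5 strain wells were the positive control but not used for scaling; some compounds called inactive have numbers as strong as hits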
An asterisk follows results filed as active; / = no result given.

Order of values: SR-BI HDL uptake	SR-BI DiI-HDL act	CDK5 inh	PKA-R1A act	PKA-R2B act	NSD2 HMT inh	Arr AP2 block	MITF act	dFosB activator	Pemphigus Ab inh	SUMO Mot1 rescue
Cc1cc(C(=O)Nc2ccc(F)cc2)c2ccccc2n1
 : 7	-7	-0.4	9	14	-5	0	/	6	125	-2
CCN(C[C@H]1N[C@@](C)(C(=O)OC)[C@H]2C(=O)N(C)C(=O)[C@@H]12)S(=O)(=O)c1ccc(C)cc1
 : -10	10	-1.9	-3	0	/	-12	12	-4	88	/
Cn1c(=O)n(C)c2cc(NC(=O)CCl)ccc21
 : -2	2	1.9	-6	6	3	-1	/	5	74	6
O=C(OC1CCCCC1=O)c1ccc(S(=O)(=O)Nc2ccccc2)cc1 (configuration not stated)
 : -1	1	-0.2	-4	-3	/	2	-3	-10	81	53
COC(=O)c1ccccc1S(=O)(=O)N1CCC(C(=O)NC2CCCCC2)CC1
 : -21	/	0.0	-8	2	-1	-14	-1	-2	112	-12
CC(C)N1CCC(=NNc2ccc(S(=O)(=O)N3CCOCC3)cc2[N+](=O)[O-])CC1
 : -27	27	-0.6	-8	-5	19	1	-1	-7	99	-8
Cc1[nH][nH]c(=O)c1C(c1ccc2c(c1)OCO2)c1c(C)[nH][nH]c1=O
 : -17	17	5.9	-10	4	84*	-8	2	-2	101	328
CCOC(=O)c1ccc(-c2ccc(/C=N/NC(=O)CN(c3cccc(C)c3)S(C)(=O)=O)o2)cc1
 : 12	-12	2.0	-6	-15	-2	1	0	1	/	-3
CCN(CC)S(=O)(=O)c1ccc(C(=O)NCCc2ccccn2)cc1
 : 1	-1	2.5	-8	-6	1	-11	-15	0	100	5
CCN(CC)C(=O)CSc1nc2ccsc2c(=O)n1CCCC(=O)NCCc1ccc(S(N)(=O)=O)cc1
 : -11	11	0.3	-4	-1	3	-10	-8	-8	106	14
O=C(OCC(=O)N(CCc1ccccc1)Cc1ccccc1)c1ccc(F)c(S(=O)(=O)N2CCOCC2)c1
 : 52	-52	2.7	-9	-10	-3	3	-7	-4	/	/
O=C(Cn1c(=O)oc2cc(S(=O)(=O)N3CCCC3)ccc21)N1CCCC1
 : 0	0	-3.1	0	-10	/	2	4	-1	99	-21
CC(C)(C)OC(=O)NNC1CC(=O)N(c2ccccc2F)C1=O (configuration not stated)
 : -15	15	-13	-6	8	-5	0	-5	-5	105	104
COCCNC(=O)Cn1c(=O)n(C)c2ccccc21
 : -40	40	-1.9	1	-4	-2	-6	-2	-12	102	3
CCCCCCCCOC(=O)c1nc(Cl)c(Cl)c(N)c1Cl
 : -13	13	-0.8	-1	7	-3	-9	-10	0	98	248
CCCC1(C(=O)OC)NC(c2ccc(OC)c(OC)c2)C2C(=O)N(c3cccc(C(C)=O)c3)C(=O)C21 (configuration not stated)
 : 5	-5	-0.6	-7	8	-1	-8	-2	-8	96	-6
O=C(NC(Cc1ccccc1)c1ccc2c(c1)OCCCO2)c1ccc(F)cc1 (configuration not stated)
 : 25	-25	-0.5	5	-7	-2	4	17	-3	99	-6
COc1ccc(S(=O)(=O)N2CCN(CCOc3ccccc3Cl)CC2)cc1OC
 : 23	-23	-0.1	-1	-15	1	1	-10	-5	94	-14
O=[N+]([O-])c1ccc(S(=O)(=O)N2CCN(c3ccnc4cc(Cl)ccc34)CC2)cc1
 : -18	18	0.0	-5	-1	/	1	-16	9	101	-5
O=C1CN(C(=O)COC(=O)c2ccc([N+](=O)[O-])o2)c2ccccc2N1
 : 5	-5	-0.3	-7	8	23	-12	-55	-2	95	-10
Clc1ccccc1C1=Nn2c(nnc2-c2ccncc2)SC1
 : -11	11	0.6	-4	-3	1	5	26	-12	125	4
CCC(C)[C@H](NC(=O)OC(C)(C)C)C(=O)N/N=C/C1=Cc2ccccc2OC1 (some centres not stated)
 : 26	-26	-1.1	1	-6	-1	2	-1	-8	97	-9
COc1ccc(S(=O)(=O)N2CCOC2CNC(=O)C(=O)NCCc2ccccc2OC)cc1 (configuration not stated)
 : 30	-30	0.4	-11	-3	/	4	/	-6	109	-18
CCO[C@H]1OC(C(=O)N2CCCCCCC2)=C[C@@H](c2coc3ccccc3c2=O)[C@@H]1CCCO
 : -7	7	-1.6	4	-1	/	4	-4	-9	108	-9
N/C(=N\OC(=O)Cc1ccccc1)c1ccc([N+](=O)[O-])cc1
 : -8	8	-1.8	1	1	-3	-1	6	1	/	26
COc1ccc(C(=O)NCC(=O)N2CCN(C(=O)c3ccco3)CC2)cc1
 : -1	1	-0.3	-12	0	-2	9	3	-1	113	-7
CCC(C(=O)OCC(=O)Nc1cc(C)ccc1OC)c1ccccc1 (configuration not stated)
 : 12	-12	-1.0	-5	-9	-4	5	5	-1	103	-23
Cc1cc(Cl)cc(Cl)c1OCCOCCN(C)C
 : -22	22	2.3	5	-4	/	-20	-2	-9	102	4
Cc1cccc(-c2sc(Nc3ccccc3)n[n+]2-c2ccc(F)cc2)c1
 : 1	-1	-0.4	0	-11	/	11	17	-1	105	-9
O=C(Cc1n[nH]c(=O)c2ccccc12)Nc1cc(Cl)ccc1-n1cncn1
 : 5	-5	-0.7	5	4	-1	2	-16	-2	101	61

Four of the compounds above, with each value named.
Molecule: O=C(OC1CCCCC1=O)c1ccc(S(=O)(=O)Nc2ccccc2)cc1 (configuration not stated)
  SR-BI HDL uptake: -1 | SR-BI DiI-HDL act: 1 | CDK5 inh: -0.2 | PKA-R1A act: -4 | PKA-R2B act: -3 | NSD2 HMT inh: / | Arr AP2 block: 2 | MITF act: -3 | dFosB activator: -10 | Pemphigus Ab inh: 81 | SUMO Mot1 rescue: 53

Molecule: Cc1cc(Cl)cc(Cl)c1OCCOCCN(C)C
  SR-BI HDL uptake: -22 | SR-BI DiI-HDL act: 22 | CDK5 inh: 2.3 | PKA-R1A act: 5 | PKA-R2B act: -4 | NSD2 HMT inh: / | Arr AP2 block: -20 | MITF act: -2 | dFosB activator: -9 | Pemphigus Ab inh: 102 | SUMO Mot1 rescue: 4

Molecule: Cc1cc(C(=O)Nc2ccc(F)cc2)c2ccccc2n1
  SR-BI HDL uptake: 7 | SR-BI DiI-HDL act: -7 | CDK5 inh: -0.4 | PKA-R1A act: 9 | PKA-R2B act: 14 | NSD2 HMT inh: -5 | Arr AP2 block: 0 | MITF act: / | dFosB activator: 6 | Pemphigus Ab inh: 125 | SUMO Mot1 rescue: -2

Molecule: Clc1ccccc1C1=Nn2c(nnc2-c2ccncc2)SC1
  SR-BI HDL uptake: -11 | SR-BI DiI-HDL act: 11 | CDK5 inh: 0.6 | PKA-R1A act: -4 | PKA-R2B act: -3 | NSD2 HMT inh: 1 | Arr AP2 block: 5 | MITF act: 26 | dFosB activator: -12 | Pemphigus Ab inh: 125 | SUMO Mot1 rescue: 4

(next part)
Order of values: SR-BI HDL uptake	SR-BI DiI-HDL act	CDK5 inh	PKA-R1A act	PKA-R2B act	NSD2 HMT inh	Arr AP2 block	MITF act	dFosB activator	Pemphigus Ab inh	SUMO Mot1 rescue
COc1ccc(CN2CCCC(N3CCc4ccccc4C3)C2)c(O)c1 (configuration not stated)
 : 1	-1	-1.3	5	6	5	4	-1	-15	110	-12
N#CC(CCc1ccc([N+](=O)[O-])cc1)(CCc1ccc([N+](=O)[O-])cc1)C(N)=O
 : -7	7	-3.5	-4	-7	4	-7	-18	-2	97	/
Nc1cc(N)nc(CS)n1
 : 0	0	-1.2	-12	-2	1	13	-2	-1	89	43
S=c1nc(NCCc2ccccc2Cl)c2ccccc2[nH]1
 : 14	-14	-1.6	8	6	0	3	72	8	100	0
O=C(CN1C(=O)c2ccc([N+](=O)[O-])cc2C1=O)Nc1ccccc1N1CCCC1
 : 4	-4	1.2	-1	-5	-1	-7	-6	-13	98	-13
COc1ccc(NC(=O)NCc2ccncc2)c(OC)c1
 : 4	-4	-13	3	-2	4	4	-5	0	104	-13
C/C(O)=C(\C#N)c1nnc2n1CCCCC2
 : -27	27	0.8	-4	11	-3	8	6	1	86	-12
COCC(C)n1c(SCC(=O)N2CCCCC2)nc2ccccc2c1=O (configuration not stated)
 : -1	1	-0.2	5	7	-1	21	-6	3	103	9
O=C(O)Cc1ccc(C(=O)c2ccccc2)s1
 : -13	13	1.0	6	2	2	5	5	-9	98	3
Cc1c(C(N)=O)sc(N)c1C(=O)OC(C)C
 : -35	35	/	1	2	0	-10	-6	-6	/	118
CCC(CO)Nc1nc(CN2CCCCC2)nc2scc(-c3ccccc3)c12 (configuration not stated)
 : -11	11	-0.1	-6	5	9	-4	7	-4	104	-8
COCCn1c(=N)c(C(=O)NCc2ccco2)cc2c(=O)n3cc(C)ccc3nc21
 : 0	0	-0.3	-2	-1	9	40	4	-3	101	-4
CCOc1cc(C2NC(=O)NC(C)=C2C(=O)OCC2CCCCC2)ccc1O (configuration not stated)
 : 0	0	4.2	6	1	2	-3	7	-18	107	-3
Cc1ccnc(NC(=O)CCC(=O)N(CC(=O)NC2CCCCC2)Cc2ccccc2)c1
 : -14	14	0.7	-9	-2	-1	-3	7	3	108	50
